FAS-TE inh = FAS thioesterase (human) inhibition; P49327; recombinant FAS-TE, OMFH fluorogenic substrate, fluorescence endpoint; inhibition, % at 15 µM; actives 0.67% (n = 360,000); AID 602261;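 active = compounds whose normalised, plate-corrected inhibition of enzyme fluorescence in the single-dose primary screen is 50% or more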;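 also: 0% = DMSO with enzyme and 100% = substrate without enzyme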
MsrA inh = bovine MsrA inhibition | purified bovine MsrA, absorbance read-out | inhibition, % at 15.5 µM | actives 0.75% (n = 360,000) | AID 651718; in the data active = inhibition above about 4.5%;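 also: 0% = vehicle wells with enzyme and 100% = reference inhibitor wells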
Tb MetRS inh = blocks T. brucei methionyl-tRNA synthetase activity. inhibition, % at 11.9 µM. purified T. brucei MetRS, ATP depletion, Kinase-Glo luminescence. actives 0.4% (n = 360,000);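 active = inhibition above a per-plate cutoff of the control wells' mean inhibition plus 3 SD, cut at about 5.5% in these data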;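 also: 0% = DMSO wells median and 100% = median of wells with control inhibitor compound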
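Material – parasite MetRS enzyme · Medium – HEPES-MgCl2-KCl buffer plus DTT, spermine, BSA, pyrophosphatase · Reagent – ATP, methionine and E. coli bulk tRNA substrates · Times – 15 min enzyme-compound preincubation, 2 h reaction, 10 min detection, 25 °C · Measured by – luminescence of leftover ATP · Evaluation – percent inhibition relative to median high and low control wells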
MT1-MMP act inh = blocks activation of human MT1-MMP. actives 0.061% (n = 360,000). HT1080 RFP-PRO-GFP cells, GFP/RFP ratio fluorescence, overnight; percent of plate control window, DMSO zero. P50281. GFP/RFP ratio change, % at 20 µM;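 active = GFP/RFP ratio change of at least 30% with cell ATP level not reduced by more than half and red fluorescence within 50% of control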; also: strong numbers were not always called active
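Read-out: GFP/RFP fluorescence ratio; Test system: RFP-PRO-GFP reporter HT1080 cells; Compound dosing: single-point 20 µM compound, 1% DMSO; Times: overnight compound exposure at 37 °C.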
MsrA act = activates bovine MsrA enzyme; purified bovine MsrA, absorbance read-out; activation, % at 10.6 µM; actives 0.3% (n = 360,000); in the data active = activation above about 7.5%;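 also: 0% = vehicle and 100% = reference activator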
NRP1-CendR mod = alters CendR peptide binding to human NRP-1 | O14786 | FAM-RPARPAR peptide binding to NRP-1, fluorescence polarization | inhibition, % at 25 µM | actives 0.85% (n = 360,000) | AID 602438;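 active = inhibition or corrected inhibition above about 18%, plus a signal ratio from 0.5 to 1.5, limit read from the data, passing the limit was not always enough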; also: strong numbers were not always called active
MLLE-PAM2 inh = blocks PAM2 peptide binding to the PABP1 MLLE domain | GST-MLLE / FITC-PAM2 fluorescence polarization | actives 0.36% (n = 360,000) | inhibition, % at 20 µM | AID 588489; in the data active = inhibition above about 35%, passing the limit was not always enough;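 also: plate controls were DMSO wells with GST-MLLE for no effect and wells lacking GST-MLLE protein for full effect; some results filed as inactive read as strong as hits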
E coli Lon inh = inhibitors of E. coli Lon protease. P0A9M0. purified E. coli Lon protease, fluorescence polarization. inhibition, % at 7.94 µM. actives 0.42% (n = 360,000); in the data active = inhibition above about 13%, passing the limit was not always enough;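 also: 0% = enzyme with probe and DMSO and 100% = no enzyme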
SKN-1 block = inhibitors of C. elegans SKN-1 | C. elegans VP596 Pgst-4::GFP/RFP ratio, acrylamide-induced, 24 h | inhibition, % at 21.8 µM | actives 0.49% (n = 360,000);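 active = interference check ratio from 0.5 to 1.5 plus GFP to RFP signal ratio inhibition reaching or exceeding a fixed threshold, cut at about 30% in these data, passing the limit was not always enough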; also: some compounds called inactive have numbers as strong as hits
Numbers without * were called inactive; x = no result given. No enrichment for hits, and some 4% of all compounds hit somewhere here.

SMILES	FAS-TE inh	MsrA inh	Tb MetRS inh	MT1-MMP act inh	MsrA act	NRP1-CendR mod	MLLE-PAM2 inh	E coli Lon inh	SKN-1 block
O=C(OCc1ccc(COC(=O)c2ccc(O)cc2)cc1)c1ccc(O)cc1	21	x	0.4	-7	-1	-9	7	5	1
CN(C(=O)COC(=O)CN1C(=O)c2cccc([N+](=O)[O-])c2C1=O)c1ccccc1	8	1.2	-0.5	2	-9	5	4	5	-1
O=C(CN1CCC(n2nnc3cc(F)ccc32)CC1)N1CCCc2ccccc21	-3	-0.2	-0.8	1	-3	7	-2	-4	-3
CC(C)CC(=O)Nc1c2c(nn1-c1ccc(F)cc1)CS(=O)C2 (stereo not given)	-3	-0.7	0.1	-5	-2	7	-18	-4	-2
Cc1ccc(NC(=O)CN(C)C(=O)Nc2ccc(C)cc2)cc1	0	-1.0	-0.3	1	-2	3	-1	-1	9
Cc1nc(N/N=C/c2ccc(O)cc2)c2cnn(-c3ccccc3)c2n1	10	3.2	-0.4	-1	-4	2	-13	2	-3
O=C(CSc1nnc(Cc2ccccc2)c(=O)[nH]1)Nc1ccccc1	-3	-0.9	-0.3	1	0	-12	7	4	2
CCN(CC)S(=O)(=O)c1cccc(NC(=O)c2ccccc2Br)c1	4	-0.1	0.2	1	0	-19	8	4	4
NC(=O)C1=NOC(CNc2ncc(C(F)(F)F)cc2Cl)C1 (stereo not given)	-8	0.3	-1.0	-7	-8	11	6	3	-36
COc1cc(C(=O)NCCC(=O)N2CCN(C)CC2)cc(OC)c1OC	-3	-0.6	-0.7	-3	-2	11	0	-7	-3
O=C(O)C1CCN(C(=O)c2ccc(Cl)cc2)CC1	-1	-1.4	-0.8	2	-4	25*	3	-1	6
CC(=O)c1cccc(NC(=S)NC(=O)c2ccc(Br)cc2)c1	-7	0.6	0.1	-5	-2	18	41*	0	-1
CN(/N=C/c1ccc(-c2ccc([N+](=O)[O-])cc2)o1)c1ccccc1	39	0.7	0.0	-72	-2	-122	-116	-155	10
CC(=O)OCn1nnc2ccccc2c1=O	-5	-0.3	0.3	3	0	-10	-6	0	-9
FC(F)(F)c1cc(-c2ccco2)nc(-n2cnc3ccccc32)n1	1	-0.5	-0.2	-6	-2	-2	-4	-4	8
COc1cccc(N2[C@@H](CC(=O)O)c3cc(C(F)(F)F)ccc3S2(=O)=O)c1	-8	-0.4	-0.2	1	-2	18	-58	-4	-2
Cc1ccc(N(CC(=O)NCc2ccco2)C(=O)CCC(=O)Nc2ccccn2)cc1C	2	-0.6	-1.3	1	-3	-1	-3	-1	-6
COC(=O)c1c(NC(=O)c2ccccc2F)sc2c1C(C(=O)OC)CC2 (stereo not given)	26	-0.5	-0.2	2	2	1	6	-10	4
CCN(CC)CCNC(=O)c1ccc(NC(=O)c2ccc(-n3cncn3)c([N+](=O)[O-])c2)cc1	-7	0.8	17*	-7	-14	-6	-119	0	-1
COc1cc(/C=N/NC(=O)Nc2ccccc2)ccc1OCCOc1ccccc1C	-2	0.8	-0.6	1	-2	-3	-15	-1	-4
COC(=O)Nc1ccc(S(=O)(=O)N2CCCC(C(=O)N3CCCCC3)C2)cc1 (stereo not given)	-3	0.5	0.0	2	-8	7	1	12	-5
COC(=O)C1C(c2ccc(OC)cc2)C(C(=O)OC)S(=O)(=O)C(CCN2CCCCC2)S1(=O)=O (stereo not given)	-2	0.3	-0.5	-2	-15	0	2	-8	-2
CCOC(=O)C(=O)N1CCN(c2ccccc2OC)CC1	-5	1.5	0.8	0	1	4	8	2	-1
COc1ccccc1-c1c(C(F)(F)F)oc2cc(OC(=O)c3cccc([N+](=O)[O-])c3C)ccc2c1=O	25	0.2	0.0	4	-2	14	13	-11	36*
CCN(c1ccccc1)S(=O)(=O)c1ccc(C(=O)OC(C)C(=O)NCCC2=CCCCC2)cc1 (stereo not given)	17	0.8	0.1	2	-3	21	-6	9	10
O=C(CSc1nnc(CNC(=O)c2ccco2)o1)Nc1cccc(Cl)c1	-8	-0.4	0.1	2	-2	14	-14	-10	2
O=C(O)c1sccc1Oc1ccc(F)cc1[N+](=O)[O-]	-6	0.5	-0.3	-6	2	-18	6	-12	0
COc1ccccc1/C=C/C(=O)c1ccccc1	-2	0.7	-0.5	-7	-3	2	13	11	-2
COc1cc(C(=O)Nc2nnc(CC(C)C)s2)c([N+](=O)[O-])cc1OC	-9	-0.1	-1.4	3	-12	7	16	-6	5
Cc1ccc(NC(=O)CCN2C(=O)NC3(CCCC3)C2=O)cc1S(=O)(=O)N1CCOCC1	-8	-0.3	0.4	-2	-4	10	-4	5	-8
Cc1cc(C)c(C#N)c(Nc2ccccc2F)n1	7	0.4	-0.1	2	-2	-9	2	-5	-2
O=C(NNC(=O)c1cc2cc(OC(F)(F)F)ccc2[nH]1)c1ccc(Cl)cc1	-2	0.4	-0.2	3	-4	5	16	5	6
O=C(Cc1ccccc1)NNc1ccc2ccccc2c1	0	-0.1	-0.8	-2	-3	1	-4	-1	-6
Cc1cc(OCC(=O)c2ccc(C(F)(F)F)cc2)n2cnnc2n1	-4	-0.7	0.3	2	-2	-7	6	8	0
COc1ccc(OCC(=O)Nc2ccncc2)cc1	-8	1.7	-0.2	0	-3	5	-11	-10	-1
CCOc1ccc(C(C)C)cc1S(=O)(=O)N1CCOCC1	-4	0.4	0.0	-2	-3	1	-7	0	-14
CCOC(=O)CC(NC(=O)c1cccs1)c1ccc(OCC)cc1 (stereo not given)	0	-1.0	-0.9	-3	0	8	-1	-11	7
OC[C@@H]1[C@@H](c2ccc(Cl)cc2)C(c2ccccc2)=NN1c1ccccc1	23	0.2	0.0	-1	-3	-21	-19	-1	15
CC12CC(O)C3c4ccc(O)cc4CCC3C1CC/C2=N\O (stereo not given)	-6	0.1	-0.7	8	-6	8	1	6	-6
Cc1cc2c(c(C)c1Br)C(c1ccc3c(c1)OCO3)CC(=O)O2 (stereo not given)	27	-0.3	1.3	4	-1	12	2	6	11
COc1ccccc1NC(=O)CSc1nnc(C)s1	-3	1.6	0.7	3	1	14	0	-3	7
CSc1nnc(N2C(=O)C(O)=C(C(=O)c3ccc(C)o3)C2c2ccc(C)cc2)s1 (stereo not given)	-3	1.5	-0.5	-46	-5	-36	-16	-30	-11
CC(=O)c1ccc(OCC(=O)OCc2cc(-c3ccco3)on2)cc1	1	-0.1	0.1	6	-1	-1	-12	-9	-9
COc1ccc(F)cc1S(=O)(=O)N1CCC2(CC1)OCCN2S(=O)(=O)c1cccs1	16	0.4	-0.5	4	-1	9	-3	3	15
O=C(CN1C(=O)CCC1=O)Nc1nc2c(F)cc(F)cc2s1	0	-0.1	0.6	-1	-2	-2	10	-19	5

Exported as labelled records: 3 of the compounds above
> O=C(CSc1nnc(Cc2ccccc2)c(=O)[nH]1)Nc1ccccc1
- FAS-TE inh = -3
- MsrA inh = -0.9
- Tb MetRS inh = -0.3
- MT1-MMP act inh = 1
- MsrA act = 0
- NRP1-CendR mod = -12
- MLLE-PAM2 inh = 7
- E coli Lon inh = 4
- SKN-1 block = 2

> CCN(CC)S(=O)(=O)c1cccc(NC(=O)c2ccccc2Br)c1
- FAS-TE inh = 4
- MsrA inh = -0.1
- Tb MetRS inh = 0.2
- MT1-MMP act inh = 1
- MsrA act = 0
- NRP1-CendR mod = -19
- MLLE-PAM2 inh = 8
- E coli Lon inh = 4
- SKN-1 block = 4

> NC(=O)C1=NOC(CNc2ncc(C(F)(F)F)cc2Cl)C1 (stereo not given)
- FAS-TE inh = -8
- MsrA inh = 0.3
- Tb MetRS inh = -1.0
- MT1-MMP act inh = -7
- MsrA act = -8
- NRP1-CendR mod = 11
- MLLE-PAM2 inh = 6
- E coli Lon inh = 3
- SKN-1 block = -36

Other records:
SMILES	FAS-TE inh	MsrA inh	Tb MetRS inh	MT1-MMP act inh	MsrA act	NRP1-CendR mod	MLLE-PAM2 inh	E coli Lon inh	SKN-1 block
Cc1cc(C)c(S(=O)(=O)O)c(C)n1	-7	-0.3	-0.2	0	-2	17	-12	-6	25
CCC1(c2ccc(F)cc2)NC(=O)N(CC(=O)N2c3ccccc3NC(=O)C2(C)C)C1=O (stereo not given)	-1	0.6	-0.3	-1	-5	4	10	-14	10
CSCCC(NC(=O)c1cc(CC(C)C)oc1C)C(=O)O (stereo not given)	-5	0.5	0.1	-1	-3	-14	10	-2	20
O=C(CN1C(=O)c2cccc3cccc(c23)C1=O)N1CCN(c2ccccn2)CC1	-5	-0.3	-0.6	-2	-10	-4	-2	2	4
O=C(Nc1ccc(C(F)(F)F)cc1)c1cc(-c2cccnc2)nc2ccc(Br)cc12	28	-0.5	-1.0	23	-9	-6	-3	-2	-3
CCCCNC(=O)CSc1nc(Cc2ccccc2)nc2ccccc12	11	-1.3	-0.3	-1	0	9	18	7	1
Cc1ccc(C(=O)Nc2cc(C)c(OCC(=O)N3CCOCC3)c(C)c2)cc1	-9	-0.1	-1.0	0	-10	4	-8	0	-6
O=C(CN1CCC(NC(=O)Nc2ccccc2)CC1)Nc1ccccc1F	-5	0.7	-0.6	0	-3	12	-6	2	4
CN(C)c1ccc(C(=N)Cc2ccc3ccccc3n2)cc1	-8	2.9	-0.1	-20	-2	-99	-64	-48	33
Cc1cccc(C)c1OCC(=O)NCC1COc2ccccc2O1 (stereo not given)	11	0.7	-0.5	3	-2	11	2	0	3
CCN1CC(CN(C)Cc2nc(-c3ccc(C(F)(F)F)cc3)no2)CC1=O (stereo not given)	-5	2.6	-1.6	4	-6	-7	8	8	-13
CCOc1ccc(NC(=O)c2ccc(CC)s2)c([N+](=O)[O-])c1	-6	0.4	-0.9	6	-6	-9	1	4	-5
O=C(O)c1ccc(NCCC2=CCCCC2)c([N+](=O)[O-])c1	4	1.7	0.4	-2	-4	-2	-4	-3	-4
O=C(N/N=C/c1cc([N+](=O)[O-])ccc1O)c1cccc2cc[nH]c12	22	2.3	-0.5	22	-7	-5	13	-7	-1
CN(C)c1cccc(-c2nnc(SCCCC#N)o2)c1	2	0.7	-0.3	-2	-9	-4	-61	7	7
COc1ccc(NC(=O)c2ccccc2N(Cc2ccccc2)S(C)(=O)=O)cc1OC	-6	0.5	-1.8	-3	-13	-1	9	-2	3
Cc1ccc(C2=NS(=O)(=O)N(C)C(C(=O)Nc3cc(C)n(CC(=O)N4CCC(C)CC4)n3)=C2)cc1	7	0.3	0.4	2	-3	-2	0	-2	5
O=C(O)c1ccc(/C=N/Nc2nc3ccccc3[nH]2)cc1	-3	2.1	0.9	-1	-4	-3	-75	-5	-9
Cc1ccc(NC(=O)COC(=O)C2CC2)cc1Cl	-3	1.0	-0.1	1	-3	12	-6	-21	-2
c1ccc(Cn2c(Cn3c(-c4cnccn4)nc4ccccc43)nc3ccccc32)cc1	0	2.3	-1.8	0	-12	-8	x	2	10
O=C(CSc1nc2ccccc2s1)NC(=O)NCc1ccco1	2	-0.5	-0.6	4	-3	-16	9	-7	2
c1coc(CNC2CCCCCCC2)c1	-5	-0.4	-0.7	0	-3	1	4	-7	10
COCCNc1nc(SC)nc2sc3c(c12)CCN(C)C3	-4	0.3	-1.5	1	-3	1	-6	0	4
O=C(Cn1ccc([N+](=O)[O-])n1)Nc1ccccn1	-1	1.7	-0.8	-4	4	0	-1	-4	-8
Cc1ccc(C)c(CSC2=NCCN2S(=O)(=O)c2ccccc2)c1	27	-0.9	0.0	-2	-3	7	18	3	2
COc1ccc(OCCC(=O)OCC(=O)Nc2ccc(Br)cc2)cc1	5	1.0	17*	0	1	-16	8	3	8
